Dicer processing: human Dicer pre-microRNA cleavage inhibition | Q9UPY3 | cat-ELCCA pre-miR-21 Dicer processing, chemiluminescence; hits give high values | z-score at 25 µM | 6% of 47,000 active; in the data active means z-score above about 3, passing the limit was not always enough;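 further: plate controls were vehicle for no effect and no enzyme for full effect; higher signal means more uncleaved substrate so more Dicer inhibition; strong numbers were not always called active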
Target sequence (Q9UPY3 whole entry, looked up): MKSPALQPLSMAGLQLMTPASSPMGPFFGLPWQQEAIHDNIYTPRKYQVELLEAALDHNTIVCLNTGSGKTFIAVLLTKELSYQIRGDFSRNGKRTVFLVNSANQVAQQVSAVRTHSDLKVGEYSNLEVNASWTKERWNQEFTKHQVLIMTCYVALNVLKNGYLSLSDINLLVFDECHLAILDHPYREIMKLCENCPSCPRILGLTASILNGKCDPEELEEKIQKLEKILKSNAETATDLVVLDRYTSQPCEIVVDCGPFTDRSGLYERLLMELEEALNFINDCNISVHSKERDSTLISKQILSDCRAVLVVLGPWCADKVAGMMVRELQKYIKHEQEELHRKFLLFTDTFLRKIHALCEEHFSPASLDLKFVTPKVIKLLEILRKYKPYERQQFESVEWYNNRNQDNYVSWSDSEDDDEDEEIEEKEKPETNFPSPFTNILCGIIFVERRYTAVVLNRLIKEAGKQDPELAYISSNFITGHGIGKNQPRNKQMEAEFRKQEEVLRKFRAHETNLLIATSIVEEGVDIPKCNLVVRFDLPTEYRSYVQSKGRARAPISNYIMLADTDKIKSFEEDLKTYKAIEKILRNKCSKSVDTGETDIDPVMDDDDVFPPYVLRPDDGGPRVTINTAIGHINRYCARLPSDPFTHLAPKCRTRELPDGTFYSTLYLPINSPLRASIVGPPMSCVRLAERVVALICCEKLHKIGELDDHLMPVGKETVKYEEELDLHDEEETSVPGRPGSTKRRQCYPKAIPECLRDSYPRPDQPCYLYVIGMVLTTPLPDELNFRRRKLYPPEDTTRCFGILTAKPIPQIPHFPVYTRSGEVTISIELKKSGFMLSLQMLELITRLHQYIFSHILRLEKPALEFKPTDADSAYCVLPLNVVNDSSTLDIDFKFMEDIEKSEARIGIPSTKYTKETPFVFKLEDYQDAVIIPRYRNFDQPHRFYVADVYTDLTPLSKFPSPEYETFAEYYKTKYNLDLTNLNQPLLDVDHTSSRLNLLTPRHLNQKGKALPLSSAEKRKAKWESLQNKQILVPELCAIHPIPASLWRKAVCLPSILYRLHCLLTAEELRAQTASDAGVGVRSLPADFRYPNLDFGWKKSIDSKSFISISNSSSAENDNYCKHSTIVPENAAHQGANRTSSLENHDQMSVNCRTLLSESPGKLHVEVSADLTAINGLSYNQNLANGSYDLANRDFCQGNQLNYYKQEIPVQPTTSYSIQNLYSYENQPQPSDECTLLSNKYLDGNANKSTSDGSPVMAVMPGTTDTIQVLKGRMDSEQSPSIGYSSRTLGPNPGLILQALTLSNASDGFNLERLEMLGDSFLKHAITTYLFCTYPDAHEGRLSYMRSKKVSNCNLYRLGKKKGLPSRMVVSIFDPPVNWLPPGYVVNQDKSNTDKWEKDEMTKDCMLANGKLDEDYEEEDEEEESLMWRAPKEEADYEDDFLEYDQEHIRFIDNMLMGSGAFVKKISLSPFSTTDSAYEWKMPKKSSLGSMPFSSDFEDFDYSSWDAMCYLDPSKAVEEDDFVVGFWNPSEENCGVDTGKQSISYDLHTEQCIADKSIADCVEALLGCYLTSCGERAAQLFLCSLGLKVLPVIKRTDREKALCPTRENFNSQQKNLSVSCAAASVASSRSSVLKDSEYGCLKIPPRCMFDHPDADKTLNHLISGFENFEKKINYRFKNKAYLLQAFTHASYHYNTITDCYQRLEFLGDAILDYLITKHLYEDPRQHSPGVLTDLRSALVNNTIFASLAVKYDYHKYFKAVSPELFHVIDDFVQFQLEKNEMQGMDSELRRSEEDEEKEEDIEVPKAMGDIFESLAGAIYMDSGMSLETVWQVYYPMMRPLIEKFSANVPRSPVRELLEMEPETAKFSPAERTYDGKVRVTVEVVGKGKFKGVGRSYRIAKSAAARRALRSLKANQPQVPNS
Starred values were filed as active, the others as inactive. Not all compounds are listed (hit frequency here may not be typical).

SMILES	Dicer processing
COc1ccc(CSc2nc3ccccc3[nH]2)cc1OC	-1.22
CCOc1cc(S(=O)(=O)n2cnc3cc(C)c(C)cc32)ccc1F	-0.67
O=C1CC(c2ccccc2)CC2=C1C(c1coc3ccccc3c1=O)Nc1ccccc1N2 (stereo not drawn)	2.87
CC(C)n1c(NC2CCCCC2)nc2c1c(=O)[nH]c(=O)n2C	0.15
O=C1C(Nc2ccccc2)=CC(c2ccc([N+](=O)[O-])cc2)N1c1ccccc1 (stereo not drawn)	1.28
O=S(=O)(NCCc1ccccn1)c1ccc(-c2ccccn2)s1	-1.38
Cc1onc(-c2ccccc2)c1CNS(=O)(=O)c1ccc2c(c1)N(C)CCO2	0.24
COc1ccc(C2c3c(n(C)c(=O)n(C)c3=O)N=C3c4ccccc4C(=O)C32)cc1OC (stereo not drawn)	-0.39
Fc1ccc(N/N=C2/CCSc3sccc32)c(F)c1	1.62
Cc1ccc(S(=O)(=O)Oc2c(Cc3ccccc3)c(=O)n(C)c3ccccc23)cc1	3.77*
Cc1c(S(=O)(=O)c2ccccn2)c(N)n(Cc2cccc(Cl)c2)c1C	-1.3
CCC(NCC(O)Cn1c2ccccc2c2ccccc21)C(=O)O (stereo not drawn)	-1.22
O=C(NNc1cc(C(F)(F)F)nc2ccccc12)Nc1ccc(Cl)cc1	-0.25
c1ccc(CNc2nc3ccccc3n2CCN2CCCCC2)nc1	3.47*
CN(C(=O)Cn1nc(C(F)(F)F)c2c1CCCC2)c1ccccc1	3.83*
O=c1[nH]c(=O)n([C@H]2C[C@H](O)[C@@H](CO)O2)cc1C(F)(F)F	7.16
CCOc1ccc(C2c3c(oc4ccc(C)cc4c3=O)C(=O)N2CCCN(C)C)cc1OC (stereo not drawn)	0.06
Cc1onc(-c2c(Cl)cccc2Cl)c1C(=O)Oc1ccc(F)cc1Cl	1.28
Cc1ccc2nc(C)n3c4ccccc4c(NC(=O)c4ccccc4)c3c2c1	2.31
O=c1[nH]c(=O)n(CCO)c2nonc12	-0.84
Cc1nn(-c2ccccc2)cc1/C=N/Nc1ncnc2c1cnn2-c1ccccc1	1.78
COc1ccc2oc(C(=O)c3ccc(Cl)cc3)c(N)c2c1	10
CCOC(=O)c1cc(C#N)c(Nc2cccc(Cl)c2)nc1C(F)(F)F	-1.29
Cn1c(SCc2ccc(C(C)(C)C)cc2)n[nH]c1=S	-1.1
CCOC(=O)c1c(N)oc2c(-c3ccc(C(C)C)cc3)c3c(C(=O)OCC)c(N)oc3cc12	0.39
Oc1cc2c(cc1O)C(c1ccccc1)CNCC2 (stereo not drawn)	-0.14
COc1ccc(OC)c(C2C(C#N)=C(C)NC3=C2C(=O)CC(c2ccccc2)C3)c1 (stereo not drawn)	0.45
COC(=O)C12CC3CC(C1)CC(C(=O)OC)(C3)C2	1.29
CC1(C)CC(CNCCC(c2ccc(F)cc2)c2ccco2)CCO1 (stereo not drawn)	0.14
CCOC(=O)/C=C(\C)NC(=O)c1c(-c2c(Cl)cccc2Cl)noc1C	-0.17
Cc1cc(Br)c(NC(=S)NC(=O)C(C)(C)C)c(Br)c1	-0.8
O=C1C(=O)N(CCO)C(c2ccc(F)cc2)/C1=C(/O)c1ccc(Cl)cc1 (stereo not drawn)	-1.44
CCCCC(C(=O)O)N1C(=O)C2C3c4ccccc4C(c4ccccc43)C2C1=O (stereo not drawn)	3.52*
Cc1ccc(S(=O)(=O)Nc2nnc(SCC(=O)Nc3ccc4c(c3)OCO4)s2)cc1	0.68
CCc1cccc(CC)c1NC(=O)C(Cl)Cl	-0.22
Cc1cccc(C)c1NC(=O)c1c(C(F)(F)F)ccnc1SCCN(C)C	-1.62
CC(=O)N(C(C)=O)N(C(C)=O)c1cc2ccccc2cn1	-0.36
CCOC(=O)c1sc(N2C(=O)c3oc4ccccc4c(=O)c3C2c2cccs2)nc1C (stereo not drawn)	1.43
C=CCOc1ccc(/C(O)=C2/C(=O)C(=O)N(CC3CCCO3)C23C(=O)N(C)c2ccccc23)cc1 (stereo not drawn)	-1.12
CC1=C(C(=O)OCCOC(C)C)C(c2cc3c(cc2Br)OCO3)C2=C(CCCC2=O)N1 (stereo not drawn)	0.44
CC(C)(Cc1cc(=O)c2ccccc2[nH]1)C1CCCCC1	1.5
COc1ccc(C(=O)NC23CC4CC(CC(C4)C2)C3)cc1	0.3
Brc1ccc(OCc2nc(-c3ccc(-n4cccc4)cc3)no2)cc1	0.02
CCCCCCNc1nc2c(c(=O)[nH]c(=O)n2C)n1C(C)C	0.69
Cc1nc(-c2cccs2)c(CC(=O)O)s1	-1.71
C=CCNC(=O)c1cccc2c1-c1ccccc1C2=O	0.68
CC(=S)c1ncc(C(F)(F)F)cc1N(C)C	0.64
S=c1[nH]nc(Cn2nnc3ccccc32)o1	-1.38
COC(=O)c1c(C)oc(C)c1S(=O)(=O)N(Cc1ccccc1)C(C)C	-1.03
CC(C)(C)OC(=O)N1CCC(C(=O)O)CC1	-0.61
Cc1cc(C)cc(-c2nc(-c3ccccc3)no2)c1	4.65*
CC(=O)c1cc([N+](=O)[O-])c(SCc2ccc(Cl)cc2)s1	-1.2
O=C1CCCc2c1nc(-c1ccccc1)n2O	-0.1
COc1ccccc1OCCN1C(=O)C(O)(c2c[nH]c3ccccc23)c2ccccc21 (stereo not drawn)	-0.88
CN(C)/C=N/c1c(C#N)cnn1-c1ccccc1	-0.41
CCc1c(C)nc2c(C#N)c(C)[nH]n2c1=O	0.39
Cc1ccc(C2C3=C(CC(C)(C)CC3=O)N=C3c4ccccc4C(=O)C32)cc1 (stereo not drawn)	1.35
COC(=O)c1ccc(C2c3c(oc4ccccc4c3=O)C(=O)N2c2nncs2)cc1 (stereo not drawn)	-0.39
CCOc1ccccc1O[C@@H](c1ccccc1)[C@H]1CNCCO1	-0.41
CC1(C)CC(=O)C2=C(C1)Oc1ccccc1C2CC(=O)c1cccs1 (stereo not drawn)	1.82

Continued:
SMILES	Dicer processing
O=c1[nH]c2ccc(S(=O)(=O)NC3CCCCC3)cc2[nH]1	4.68*
Cc1cc(OCOc2ccc(Cl)c(C)c2)ccc1Cl	-1.33
Cc1cc(C)c2c(n1)CC(C)(C)CC2=O	-2.25
CSC1=N/C(=C\c2cccc(Cl)c2)C(=O)N1N(C)C	0.72
Cn1c(=O)c2c(nc(NCc3ccc4c(c3)OCO4)n2Cc2ccccc2Br)n(C)c1=O	2.81
Cc1ccc2cccc(NS(=O)(=O)c3ccccc3)c2n1	-0.4
CC(C)(C)OC(=O)Nc1ccc(Cl)cc1	-1.18
CCCCNc1ncc2c(n1)CC(c1ccc(C(C)(C)C)cc1)CC2=O (stereo not drawn)	-0.81
CCSCCOC(=O)C1=C(C)NC2=C(C(=O)CC(C)(C)C2)C1c1ccc(C(=O)OC)cc1 (stereo not drawn)	1.51
Cc1cc(S(=O)(=O)NC2CCCCNC2=O)c(C)s1 (stereo not drawn)	0
OCCNCc1ccc(OCc2cccs2)cc1	-0.79
CCOc1cc(C)c(Cl)cc1S(=O)(=O)n1ccnc1	-0.03
CO[C@H]1/C=C/O[C@@]2(C)Oc3c(C)c(O)c4c(O)c(c(/C=N/N5CCN(C6CCCC6)CC5)c(O)c4c3C2=O)NC(=O)/C(C)=C\C=C\[C@H](C)[C@H](O)[C@@H](C)[C@@H](O)[C@@H](C)[C@H](OC(C)=O)[C@@H]1C	-0.38
COc1ccc(CSc2nc(-c3ccccc3)nc3c2COC(C)(C)C3)cc1	0.2
Nc1ccc2c3c(cccc13)C(=O)NC2=O	-0.34
O=c1cc(O)c2sc3nc4c(c(C(F)(F)F)c3c2[nH]1)CCCCC4	2.31
Cc1ccc(NS(=O)(=O)c2ccc(Br)cc2C)c(C)c1	-0.51
COc1ccccc1C1CCN(Cc2cccc(C(=O)N3CCC(O)CC3)c2)CC1	-0.9
c1ccc(-c2nn3c(-c4ccccc4)nnc3c3ccccc23)cc1	4.55*
Cc1cc(C)n(-c2nc3ccccc3s2)n1	0.78
CCCCN1Cc2c(nc3cc(-c4ccco4)[nH]n3c2=O)C1=O	1.55
Cc1nc(C)c(-c2ccnc(/N=C/NO)n2)s1	1.7
O=C(CSc1nnc2ccccn12)c1ccc(Cl)cc1	-0.61
COC(=O)c1ccc(C(=O)OC)c(NC(=O)Nc2ccc(F)cc2)c1	0.73
Cc1cccc(Nc2nnc(-c3ccc(C)c(S(N)(=O)=O)c3)c3ccccc23)c1	1.8
CCCCCn1c(-c2cccs2)nc2ccccc21	-0.91
CCOc1ccc(/C(O)=C2\C(=O)C(=O)N(c3nccs3)C2c2ccc(F)cc2)cc1 (stereo not drawn)	0.2
CC(C)(C)OC(=O)N1CCCN(S(=O)(=O)c2ccc(-n3cccn3)cc2)CC1	2.2
O=C(Nc1ccc2oc(-c3cc(Br)ccc3Cl)nc2c1)c1ccc([N+](=O)[O-])o1	-0.23
O=C(NNC(=O)c1nn(-c2ccc(F)cc2)ccc1=O)c1ccc(Cl)cc1	1.1
CCOC(=O)[C@H](CCc1ccccc1)N[C@@H](C)C(=O)N1CCC[C@H]1C(=O)O	0.38
Cc1cc(C)c2c(c1)C(=O)C(c1ccc3cc(O)ccc3n1)C2=O (stereo not drawn)	2.17
CC1(C)OC2C(CO)OC(n3cnc4c(=O)[nH]cnc43)C2O1 (stereo not drawn)	0.79
O=C(CSc1nc2ccccc2nc1N1CCOCC1)N1CCN(c2ccccc2)CC1	2.78
O=C(CSc1ncnc2ccccc12)Nc1cccc2nsnc12	1.21
CCSC1=C(C#N)C(c2cc(Br)c(O)c(OC)c2)CC(=O)N1 (stereo not drawn)	1.26
Cc1ccc(N(CC2=CC3C=CC=CC3NC2=O)C(=O)c2cncc(Br)c2)cc1 (stereo not drawn)	0.07
Cc1onc(-c2ccccc2)c1CNC(=O)C1CCN(c2nccc(C(F)(F)F)n2)CC1	-1.3
CC(C)(C)c1nnc(-c2cccc([N+](=O)[O-])c2)o1	-1.03
O=C(ON=C(c1ccc(F)cc1)c1ccc(F)cc1)c1ccc(Cl)cc1	-0.36
CCC(=O)N1C2C=CC(C2)C1(C(F)(F)F)C(F)(F)F (stereo not drawn)	1.48
C/C=C(/C(=C/C)c1ccc(O)cc1)c1ccc(O)cc1	0.66
Cc1c2c(n3c(nc4ccccc43)c1C#N)SCC2	0.74
CCOC(=O)c1cc(C(N)=S)c(C)nc1C(F)(F)F	-1.12
C/C(=N\Nc1nc2c(c(=O)n(C)c(=O)n2C)n1C)c1ccccc1	-4.1
CSc1nc(-c2ccccc2)nc(SC)c1C#N	-0.71
O=C1CCCC2=C1C(c1cccnc1)N(C(=O)c1ccccc1)c1ccccc1N2 (stereo not drawn)	0.27
COC(=O)COc1ccc2c(c1)C(=O)c1cc(OCC(=O)OC)ccc1-2	-4.13
CCCCNC(=O)c1cc2cc(OC)ccc2[nH]1	-1.28
CSc1sc(-c2nc(C(C)(C)C)cs2)c(C)c1C(C)=O	0.07
Cn1c(/C=C/c2ccc(Br)cc2)c([N+](=O)[O-])c(=O)n(C)c1=O	-0.03
O=[N+]([O-])c1ccc(Sc2c(-c3ccccc3)nc3sc4ccccc4n23)cc1	-1.03
Oc1ccccc1C1=NN2C(C1)c1cc(Br)ccc1OC2c1ccsc1 (stereo not drawn)	4.23*
CC(=O)CSc1nnc(-c2ccccc2)c(-c2ccccc2)n1	1.45
CCCCc1ccc(N2CC(C(=O)Nc3sc4c(c3C#N)CCCC4)CC2=O)cc1 (stereo not drawn)	-3.56
CC1(C)CC(=O)C(N=Nc2ccc(C(F)(F)F)cc2[N+](=O)[O-])=C(O)C1	0.99
COc1ccc(CCNc2oc(COc3ccc(Cl)cc3)nc2C#N)cc1OC	-1.47
CCOC(=O)c1c(-c2cccs2)nn(-c2ccc([N+](=O)[O-])cc2)c1-c1ccccc1	0.29
CCCOC(=O)c1c(NC(=O)c2nc3ncccn3n2)sc(C(=O)OC)c1C	0.5
COC(=O)c1scc(NS(=O)(=O)c2ccccc2)c1C(=O)OC	0.3

In a second layout: 4 of the compounds above.
O=[N+]([O-])c1ccc(Sc2c(-c3ccccc3)nc3sc4ccccc4n23)cc1
  Dicer processing: -1.03
Oc1ccccc1C1=NN2C(C1)c1cc(Br)ccc1OC2c1ccsc1 (stereo not drawn)
  Dicer processing: 4.23*
CC(=O)CSc1nnc(-c2ccccc2)c(-c2ccccc2)n1
  Dicer processing: 1.45
CCCCc1ccc(N2CC(C(=O)Nc3sc4c(c3C#N)CCCC4)CC2=O)cc1 (stereo not drawn)
  Dicer processing: -3.56

New compounds follow
SMILES	Dicer processing
O=C(Nc1ccc2c(c1)OCO2)c1cc2n(n1)C(C(F)(F)F)CC(c1ccco1)N2 (stereo not drawn)	-0.21
O=C1C2C3c4ccccc4C(CO)(c4ccccc43)C2C(=O)N1c1ccccc1Cl (stereo not drawn)	0.88
CN(NS(=O)(=O)c1ccc(Cl)c(Cl)c1)c1cccc(F)c1C#N	3.58*
CCOC(=O)CSc1sc(C(=O)OCC)c(-c2ccc(Cl)cc2)c1C#N	-2.05
COC(=O)C/C(=N\NC(=O)c1ccccc1N)C(=O)OC	-0.41
CCOC(=O)c1noc(C)c1C(=O)CSc1nc(C)c(C)c(C)c1C#N	0.79
CCOC(=O)C1=C(C)NC(C)=C(C(=O)OCC)C1c1ccc(OC)cc1Cl	0.75
CC(=O)N1c2ccccc2N=C(c2ccccc2)CC1c1ccccc1 (stereo not drawn)	-0.34
CC1=C(C(=O)OC(C)C)C(c2ccccc2Cl)C2=C(CCCC2=O)N1 (stereo not drawn)	-0.99
COC(=O)C1=C(C)NC2=C(C(=O)CC(c3ccccc3)C2)C1c1ccccc1OC(C)C (stereo not drawn)	0.57
COc1cccc(C=NC2CCN(Cc3ccccc3)CC2)c1OC	0.99
CC(C)C[C@H](NC(=O)OCC1c2ccccc2-c2ccccc21)C(=O)O	4.6*
